# Screening results deposited in PubChem BioAssay by National Center for Advancing Translational Sciences (NCATS).
# Pf growth 48h: inhibits P. falciparum growth in the first generation, 48 h. Potency, µM (doses to about 28.7 µM), for the others: at the top dose activity change, negative = inhibition, most hits filed as inhibitors. P. falciparum luciferase growth in erythrocytes, 48 h. 5.9% of 310,000 active; also: potency is read from the fitted curve at half-maximal effect; % is scaled to controls: 0 for no effect and ±100 for the full control effect
#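 Cell-based growth assay: transgenic P. falciparum expressing firefly luciferase, cultured in red cells within RPMI 1640 containing 0.5% w/v Albumax, 24 mM bicarbonate and gentamycin. A drop in luciferase activity indicates inhibition.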
# CHX counter: affects cycloheximide protein synthesis inhibition readout, counter-screen; cell reporter, cycloheximide protein synthesis inhibition counterscreen; max response, %; 12% of 300,000 active; AID 2314; in the data active = max response mostly above about 13%, no sharp cut-off; inactive = mostly below about 14%; also: read at 38.3 µM for the half of the compounds with a filed dose; 0% is about no effect
# Tb PYK inh: blocks Trypanosoma brucei pyruvate kinase; Q57TT1; Potency, µM (doses to about 76.8 µM), for the others: at the highest dose activity, negative = inhibition, usual class: inhibitors; AID 624173; TbPYK enzyme, Kinase-Glo Plus ATP luminescence, 45 min; 0.12% of 410,000 active; also: potency is read from the fitted curve at half-maximal effect; % is scaled to controls: 0 for no effect and ±100 for the full control effect; nearly all actives have a fitted effect of over 50% in size
#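 TbPYK + substrate in 50 mM TEA pH 7.2, 100 mM KCl, 10 mM MgCl2, 0.05% BSA, 0.01% Tween-20; cpd pinned; ADP 130 uM final; 45 min RT; Kinase-Glo Plus 10 min; luminescence endpoint.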
# HCV inhibitor: HCV inhibition; 3.4% of 340,000 active; AID 651820; Potency, µM (top dose mostly 41.8 µM), without a hit: top-dose activity change, negative = inhibition, actives largely listed as inhibitors; Huh7.5.1 HCVcc-Cre infection, luciferase reporter, 44 h; also: potency is read from the fitted curve at half-maximal effect; % is scaled to controls: 0 for no effect and ±100 for the full control effect
#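 Cells seeded at 1,000/well and cultured 4 h, then compounds added followed by HCVcc-Cre virus (~0.5 moi). After 44 h further culture, luciferase substrate was added, plates held 15 min at room temperature, and luminescence read for 15 sec.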
# Shiga toxin inh: inhibitors of Shiga toxin in Vero cells. 9.2% of 290,000 active. AID 2315. inhibition, % at 38.7 µM. Vero cells, Shiga toxin protein synthesis inhibition reporter; in the data active = inhibition mostly above about 28%, no sharp cut-off; inactive = mostly below about 43%; also: 0% is about no effect
# Pf growth 96h: inhibits malaria parasite growth, 96 h. P. falciparum luciferase reporter growth, 96 h. Potency, µM (top dose mostly 28.7 µM), inactives show at the top dose activity change, negative = inhibition, usual class: inhibitors. 6.9% of 320,000 active. AID 504834; also: potency is read from the fitted curve at half-maximal effect; % is scaled to controls: 0 for no effect and ±100 for the full control effect
#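 Cell-based qHTS: luciferase-tagged P. falciparum in erythrocytes (2% hematocrit, 0.05% parasitemia final) incubated with compounds for 96 hours, 37 C, 5% CO2; luciferase detection reagent then added and luminescence measured.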
# LmPK inh: blocks Leishmania mexicana pyruvate kinase activity. Potency, µM (doses to about 57.5 µM), for inactives: at the highest dose activity change, negative = inhibition, most hits filed as inhibitors. 0.37% of 290,000 active. purified LmPK, Kinase-Glo ATP luminescence, 1 h. AID 1721; also: potency is read from the fitted curve at half-maximal effect; % is scaled to controls: 0 for no effect and ±100 for the full control effect
# Target sequence (Q27686 whole entry, looked up): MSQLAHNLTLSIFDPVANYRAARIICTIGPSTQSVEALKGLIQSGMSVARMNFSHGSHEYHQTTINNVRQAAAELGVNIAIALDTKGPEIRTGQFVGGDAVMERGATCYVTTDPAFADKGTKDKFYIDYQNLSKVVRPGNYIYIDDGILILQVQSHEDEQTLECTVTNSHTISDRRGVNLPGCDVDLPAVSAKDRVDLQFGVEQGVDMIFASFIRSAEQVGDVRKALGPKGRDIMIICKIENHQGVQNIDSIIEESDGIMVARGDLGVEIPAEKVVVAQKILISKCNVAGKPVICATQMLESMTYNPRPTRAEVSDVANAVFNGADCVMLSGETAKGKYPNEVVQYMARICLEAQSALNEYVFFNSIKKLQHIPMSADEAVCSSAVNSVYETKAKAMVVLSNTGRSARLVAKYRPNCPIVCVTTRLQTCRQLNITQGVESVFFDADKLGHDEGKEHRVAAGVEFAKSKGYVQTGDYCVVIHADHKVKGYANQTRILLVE
#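 In 50 mM imidazole pH 7.2 with 7 mM MgCl2, LmPK (0.1 nM) turned over PEP (0.5 mM) and ADP (0.1 mM) for 1 h at room temperature. Luciferase read-out of ATP.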
# * = called active by the depositor; ? = inconclusive; nt = no result given; & = joins results of further samples; [ ] = dose if it differs, or a comment. Unless noted, calls follow the shape of the dose curve; as a rule, active = well fitted curve in the direction sought with a large enough effect; inconclusive = small, poorly fitted or top-dose-only effect, or another doubt; inactive = no such curve, though single readings can be large; an effect the other way counts as inactive or inconclusive.
entry	Structure	Pf growth 48h	CHX counter	Tb PYK inh	HCV inhibitor
1	COc1cc(OC)cc(-n2nnnc2SCC(=O)N2CCCc3ccccc32)c1	21%	6	-10%	-20%
2	CC(C)(C)c1ccc(C2(C)NC(=O)N(CC(=O)NC3CCS(=O)(=O)C3)C2=O)cc1 (stereo unspecified)	?	nt	2%	-2%
3	NC(=O)C(C(=O)/C=C/c1ccc(Cl)cc1)=C1SCCS1	?	15*	1%	?
4	CC(=O)c1cc(CN2C(=O)CCC2=O)cs1	1%	-1	-3%	2%
5	O=C(Cc1cccs1)NCc1cn2ccccc2n1	nt	-2	4%	14%
6	O=C(Nc1cccc(O)c1)c1cc(S(=O)(=O)N2CCCC2)ccc1Cl	nt	-5	-9%	?
7	O=C(CNC(=O)OCc1ccccc1)Oc1cc2oc(=O)cc(-c3ccccc3)c2cc1Cl	5%	7	2%	6%
8	COC(=O)C1=C(C)OC(N)=C(C#N)C1c1ccsc1 (stereo unspecified)	-28%	-2	3%	0%

entry	Shiga toxin inh	Pf growth 96h	LmPK inh
1	-5	10%	-1%
2	nt	26%	nt
3	39	8.3µM*	1%
4	-9	15%	-3%
5	-10	-6%	0%
6	-12	20%	3%
7	-14	19%	6%
8	-8	-28%	1%

# (next part)
entry	Structure	Pf growth 48h	CHX counter	Tb PYK inh	HCV inhibitor
9	COc1ccc(/C=C2\SC(N3CCc4ccccc4C3)=NC2=O)cc1	?	-1	-2%	-6%
10	CN(C)CCN(C(=O)c1ccc(S(=O)(=O)N(C)CC2CCCO2)cc1)c1nc2cc3c(cc2s1)OCO3 (stereo unspecified)	10%	25*	1%	-2%
11	O=S(=O)(NCc1cccnc1)c1ccc(Cl)cc1	25%	-3	-1%	10%
12	COC(=O)c1ccccc1NC(=O)CSc1n[nH]c(C)n1	-6%	-1	4%&0%	17%
13	Cn1c(=O)n(C)c2cc(/C=N/NC(=O)c3cccc(Br)c3)ccc21	-11%	-3	6%	-15%
14	N#C/C(=C/c1ccccc1)C(=O)NCc1ccccc1	8%	10	5%	2%
15	COC(=O)CC1C(=O)NCCN1C(=O)OC(C)(C)C (stereo unspecified)	8%[1.15 µM]	9	3%	18%
16	O=C(C1CC1)N1CCN=C1SCc1ccccc1	-5%	-1	0%	4%

entry	Shiga toxin inh	Pf growth 96h	LmPK inh
9	0	?	2%
10	9	-12%	10%
11	nt	?	3%
12	-3	1%	-4%
13	30	nt	0%
14	-2	3%	8%
15	-12	?	0%
16	11	70%[activator]	6%

# Continued.
entry	Structure	Pf growth 48h	CHX counter	Tb PYK inh	HCV inhibitor
17	COc1cc(CNC(=O)CCCC(=O)c2ccccc2)cc(OC)c1OC	-10%	-1	-5%	1%
18	COc1ccc(S(=O)(=O)NC(C)C(=O)Nc2ccc3c(c2)OCCO3)cc1OC (stereo unspecified)	?	-2	1%	-25%
19	Fc1ccc(-c2cc3nc4c(c(N5CCOCC5)n3n2)CCCC4)cc1	10µM*	29*	-11%	?
20	CCCCCC(=O)OC(CN1CCCCCC1)CN1CCCC1=O (stereo unspecified)	22%	15	-1%	15%
21	COc1ccccc1CCc1nnc(CCC(=O)NCCOc2cccnc2)o1	-6%	4	0%	13%
22	O=C(Cn1nnc(-c2ccccc2)n1)NNC(=O)c1ccco1	2%	1	-5%	20%
23	O=C(Nc1ccc(F)cc1)c1cc(-c2ccncc2)nc2c(Cl)cccc12	2.1µM*	-1	-4%	?
24	CCOC(=O)c1nnn(-c2nonc2N)c1COc1c(C=O)cccc1OC	52%[activator]	-3	-1%	-4%

entry	Shiga toxin inh	Pf growth 96h	LmPK inh
17	-1	141%[activator]	4%
18	1	4%	-8%
19	95*	-7%	7%
20	-5	42%[activator]	2%
21	10	12%	1%
22	10	36%[activator]	-3%
23	-5	22%	0%
24	-14	?	3%

# Going on with the list:
entry	Structure	Pf growth 48h	CHX counter	Tb PYK inh	HCV inhibitor
25	Cc1cccc(OC(C)C(=O)Nc2nccs2)c1 (stereo unspecified)	9%	9	0%	11%
26	Cc1ccc(S(=O)(=O)N2CCCCC2)cc1C(=O)Nc1ccc2cn[nH]c2c1	?	-2	1%	-15%
27	COc1ccccc1NC(=O)CSc1nnc(C)n1CCc1ccccc1	?	1	-6%	4%
28	Cc1ccc(NC(=S)N(CCCN2CCC(C)CC2)Cc2ccco2)cc1	-18%	-1	-8%	-7%
29	COC(=O)CSc1nnc(CNC(=O)Cc2ccccc2)n1C	-2%	-4	-4%	23%
30	COC(=O)c1[nH]c2cccc(Cl)c2c1NC(=O)CN1CCCCC1C (stereo unspecified)	?	-2	-6%	-8%
31	O=C(CCNS(=O)(=O)c1ccc(Cl)cc1)OCC(=O)c1ccc[nH]1	3%	1	2%	-3%
32	O=C(c1ccccn1)N1CC=C(c2ccccc2)CC1	9%	16	-19%	4%

entry	Shiga toxin inh	Pf growth 96h	LmPK inh
25	12	5%	0%
26	26	-26%	-3%
27	-2	10µM*	5%
28	-13	?	-5%
29	-6	5%	-1%
30	-10	4.1µM*	4%
31	-3	15%	-6%
32	31	52%[activator]	6%

# 5 structures out of the list, sorted by molar mass, ascending.
entry	Structure	Pf growth 48h	CHX counter	Tb PYK inh	HCV inhibitor
11	O=S(=O)(NCc1cccnc1)c1ccc(Cl)cc1	25%	-3	-1%	10%
12	COC(=O)c1ccccc1NC(=O)CSc1n[nH]c(C)n1	-6%	-1	4%&0%	17%
27	COc1ccccc1NC(=O)CSc1nnc(C)n1CCc1ccccc1	?	1	-6%	4%
13	Cn1c(=O)n(C)c2cc(/C=N/NC(=O)c3cccc(Br)c3)ccc21	-11%	-3	6%	-15%
1	COc1cc(OC)cc(-n2nnnc2SCC(=O)N2CCCc3ccccc32)c1	21%	6	-10%	-20%

entry	Shiga toxin inh	Pf growth 96h	LmPK inh
11	nt	?	3%
12	-3	1%	-4%
27	-2	10µM*	5%
13	30	nt	0%
1	-5	10%	-1%

# (listing goes on)
entry	Structure	Pf growth 48h	CHX counter	Tb PYK inh	HCV inhibitor
33	CCN(CC)CCCNC(=O)CCc1ccccc1	nt	10	-5%	-22%
34	CCCCCCn1c(/C=C/c2ccccc2)nc2ccccc21	nt	47*	-8%	nt
35	Cc1ccc(NC(=O)CCC(=O)N2CCC(c3ccccc3)=N2)cc1S(=O)(=O)N1CCCCC1	?	nt	-1%	13%
36	CN(C)CCNC(=O)c1ccccc1-c1cc2ccccc2c(=O)o1	3%	-2	-6%	13%
37	Cc1ccc(CNC(=O)CCS(=O)(=O)c2cc3c(cc2Cl)NC(=O)CO3)cc1	?	13	-25%&-3%	-7%
38	Cc1ccc2c(c1)nnn2C1CCN(C(=O)NC23CC4CC(CC(C4)C2)C3)CC1	9%	-2	nt	-1%
39	COc1ccccc1NC(=O)/C=C/C(N)=O	nt	10	-21%	-1%
40	CCOC(=O)N1CCC(NC(=O)Cn2ncc3ccccc32)CC1	nt	-3	-2%	22%

entry	Shiga toxin inh	Pf growth 96h	LmPK inh
33	-7	2%	4%
34	101*	nt	nt
35	nt	?	nt
36	-4	34%[activator]	-3%
37	-6	-14%	-2%
38	-7	60%[activator]	0%
39	-3	?	-4%
40	-3	97%[activator]	-2%

# Continuation.
entry	Structure	Pf growth 48h	CHX counter	Tb PYK inh	HCV inhibitor
41	CNC(=O)CSc1nnc(-c2ccccn2)n1Cc1ccco1	13%	-3	5%	8%
42	CSc1nc2ccccc2cc1/C=C(\C#N)c1ccc(Cl)cc1Cl	52%[activator]	-2	-3%	?
43	Cc1c(NC(=O)OCCNC(=O)COc2c(Cl)cccc2Cl)sc(=S)n1C	?	4	1%	-17%
44	CCC(C)(C)NC(=O)CN(Cc1ccc2c(c1)OCO2)C(=O)CCC(=O)Nc1cc(C)ccn1	-15%	-7	-6%	9%
45	O=C(Nc1ccccc1F)N(CCCN1CCOCC1)Cc1cc2cc3c(cc2[nH]c1=O)OCCO3	?	-4	-4%	?
46	CCOc1ccc(-n2c(Cc3ccccc3)nnc2SCc2c(C)noc2C)cc1	?	-4	-20%	5%
47	Cn1c(N)c(S(=O)(=O)N2CCN(Cc3ccccc3)CC2)c(=O)n(C)c1=O	?	-4	3%	5%
48	Cn1c(=O)[nH]c(=O)c2c1nc(N1CCCCCC1)n2CCN1CCCCCC1	?	0	-1%	-14%

entry	Shiga toxin inh	Pf growth 96h	LmPK inh
41	-12	6%	-1%
42	11	48%[activator]	3%
43	-5	9.3µM*	1%
44	-12	4%	-6%
45	82	32%	?
46	-15	?	1%
47	16	0%	12%
48	1	-9%	3%

# The results go on:
entry	Structure	Pf growth 48h	CHX counter	Tb PYK inh	HCV inhibitor
49	C=CCn1c(C(C)NC(=O)C(C)(C)C)nc2ccccc21 (stereo unspecified)	2%	-1	1%	12%
50	Cc1ccc(C)c(OCCC(=O)OCC(=O)Nc2cc(S(=O)(=O)N3CCOCC3)ccc2C)c1	0%	nt	-5%	19%
51	CC(C)(C)OC(=O)N/N=C\C=C\c1ccc2c(c1)OCO2	141%[activator]	29*	-3%	-8%
52	CCc1ccc2oc(=O)cc(CN3CCN(c4ccc(F)cc4)CC3)c2c1	?	6	-2%	?
53	Cc1c(C(=O)Oc2cccc3ccccc23)cnn1-c1ccccc1	58%[activator]	45*	2%	?
54	CSc1cccc(-c2nnc(NC(=O)c3cccc(N4C(=O)CCC4=O)c3)o2)c1	3%	nt	-10%	-13%
55	O=C1OC(C(=O)NCc2ccccc2)Cc2ccccc21 (stereo unspecified)	57%[activator]	15	-12%	11%
56	O=C(CNC(=O)c1ccccc1Cl)c1ccccc1	136%[activator]	50*	-5%	3%

entry	Shiga toxin inh	Pf growth 96h	LmPK inh
49	0	?	4%
50	nt	7%	nt
51	34*	3.7µM*	0%
52	-20	?	6%
53	151*	nt	2%
54	nt	-1%	nt
55	14	8%	2%
56	65*	?	-9%

# (further entries)
entry	Structure	Pf growth 48h	CHX counter	Tb PYK inh	HCV inhibitor
57	O=C(CCc1nc2ccccc2c(=O)[nH]1)Nc1ccccc1N1CCCC1	?	nt	0%	20%
58	Cc1ccccc1-n1c(SCc2csc(Nc3ccccc3)n2)nnc1-c1cccnc1	?	-5	-2%	?
59	CCc1ccc(NC(=O)c2cnc(N3CCN(c4ccccn4)CC3)c3ccccc23)cc1	?	13	-18%	4.5µM*
60	CCOc1ccccc1CNS(=O)(=O)c1ccc2[nH]c(=O)sc2c1	15%	-4	-12%	8%
61	CSc1ccccc1NC(=O)CSc1n[nH]c(C)c1[N+](=O)[O-]	54%[activator]	11	16%	-5%
62	CCc1ccc(NC(=O)C2CCCN2C(=O)NC2CCCCC2)cc1 (stereo unspecified)	0%	-1	7%	12%
63	S=c1[nH]nc(C2CCCCC2)n1/N=C/c1cccc(Br)c1	nt	-3	-12%	9%
64	O=C(Oc1ccccc1Cl)c1ccc2c(=O)n3c(nc2c1)CCC3	-13%	nt	-2%	13%
65	CN1CCN(C(=S)NC(=O)c2ccc(S(=O)(=O)N3CCOCC3)cc2)CC1	8%	-2	-7%	14%
66	Fc1cccc(CNC2CCN(CCc3ccccc3)CC2)c1	?	1	1%	?

entry	Shiga toxin inh	Pf growth 96h	LmPK inh
57	nt	-3%	nt
58	-9	9.3µM*	-2%
59	50*	13µM*	-6%
60	14	31%[activator]	13%
61	25	-23%	1%
62	-4	9%	0%
63	4	?	1%
64	nt	75%[activator]	nt
65	2	-20%	3%
66	14	22%	1%
